PglD inh: C. jejuni PglD acetyltransferase inhibitors, primary screen, biochemical, DTNB colorimetric, single point. AID 602405, 2012. purified PglD enzyme, DTNB colorimetric CoA detection. actives 0.098% (n = 360,000). inhibition, % at 12.5 µM. UDP-N-acetylbacillosamine N-acetyltransferase PglD (Campylobacter jejuni); in the data active = inhibition above about 16%, passing the limit was not always enough; inconclusive = no clear call, values can overlap the other calls; also: strong numbers were not always called active
Statin myotox sup: suppressors of statin myotoxicity in C2C12 myotubes, primary screen, cell-based, single point, plate reader; C2C12 myotubes + simvastatin, ATP luminescence, 48 h; scaled: DMSO 0, geranylgeraniol control 100; rescue of ATP level, % at 7.49 µM; actives 0.78% (n = 330,000); AID 602340, 2012;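 active = mean ATP rescue above about 67%, or every replicate alone reaching that limit, limit read from the data, passing the limit was not always enough; inconclusive = no clear call, values can overlap the other calls; inactive = mean under the limit and some replicate under it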;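 also: myotubes were challenged with 10 µM simvastatin during compound exposure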
E-selectin induc: E-selectin induction in HUVECs, primary screen, imaging, HUVEC, immunofluorescence imaging, single point; P16581; actives 0.37% (n = 260,000); activation, % at 7.58 µM; normalized: neutral wells 0, TNF-alpha wells 100;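 active = mean E-selectin-positive cell signal at least 10% of the positive control, reached in at least 60% of replicates, without over 20% cell loss; inconclusive = no rule given, readout overlaps actives, possibly toxicity-flagged; inactive = the rest, including those meeting only one limit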;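 also: in these data hits start at about 27%; measured in HUVEC primary endothelial cells; signal is the percent of cells scored E-selectin positive by PE staining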
Target sequence (P16581 whole entry, looked up): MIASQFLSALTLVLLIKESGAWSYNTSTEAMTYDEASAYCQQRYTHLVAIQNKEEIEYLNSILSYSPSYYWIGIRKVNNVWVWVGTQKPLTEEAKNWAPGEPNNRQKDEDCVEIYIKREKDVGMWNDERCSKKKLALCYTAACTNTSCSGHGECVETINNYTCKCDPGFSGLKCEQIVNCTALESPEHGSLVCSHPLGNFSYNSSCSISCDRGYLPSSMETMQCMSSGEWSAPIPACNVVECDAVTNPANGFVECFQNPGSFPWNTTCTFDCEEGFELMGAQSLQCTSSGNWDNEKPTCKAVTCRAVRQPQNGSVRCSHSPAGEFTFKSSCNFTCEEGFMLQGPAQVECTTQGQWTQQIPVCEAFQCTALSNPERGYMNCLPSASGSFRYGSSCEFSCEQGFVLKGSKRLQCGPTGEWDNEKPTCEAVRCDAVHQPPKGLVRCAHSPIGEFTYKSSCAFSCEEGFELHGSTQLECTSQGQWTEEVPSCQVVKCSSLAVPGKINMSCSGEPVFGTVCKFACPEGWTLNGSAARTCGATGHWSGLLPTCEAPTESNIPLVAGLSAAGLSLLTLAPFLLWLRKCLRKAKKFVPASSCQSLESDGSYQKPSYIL
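assay system = HUVEC, human umbilical vein endothelial cells | input = 3,000 HUVEC seeded per well | medium = EGM-2 growth medium on 0.1% gelatin-coated wells | dosing = one compound dose added by pin transfer | signal = immunofluorescence imaging | read-out basis = % PE-positive cells | control set = TNF-alpha, DMSO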
DENV2 CPE rescue: inhibitors of DENV2 cytopathic effect, primary screen, cell-based, plate reader, single concentration. AID 651640, 2012. CPE inhibition, % at 9.99 µM. actives 1.7% (n = 350,000). DENV2-infected cells, cytopathic effect rescue; in the data active = CPE inhibition above about 20%, passing the limit was not always enough; inconclusive = no clear call, values can overlap the other calls; tested in BHK-21 cells;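 also: 0% = median of neutral control wells and 100% = median of positive control wells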
SIRT5 block: SIRT5 desuccinylase inhibitors, primary screen, biochemical, fluorescence imaging, single point, set 5. NAD-dependent protein deacylase sirtuin-5, mitochondrial (Homo sapiens), Q9NXA8. Purified SirT5, succinyl-peptide AMC, trypsin-coupled fluorescence. inhibition, % at 15 µM. actives 1.1% (n = 330,000); in the data active = inhibition above about 15%; inconclusive = no clear call, values can overlap the other calls
Target sequence (Q9NXA8 whole entry, looked up): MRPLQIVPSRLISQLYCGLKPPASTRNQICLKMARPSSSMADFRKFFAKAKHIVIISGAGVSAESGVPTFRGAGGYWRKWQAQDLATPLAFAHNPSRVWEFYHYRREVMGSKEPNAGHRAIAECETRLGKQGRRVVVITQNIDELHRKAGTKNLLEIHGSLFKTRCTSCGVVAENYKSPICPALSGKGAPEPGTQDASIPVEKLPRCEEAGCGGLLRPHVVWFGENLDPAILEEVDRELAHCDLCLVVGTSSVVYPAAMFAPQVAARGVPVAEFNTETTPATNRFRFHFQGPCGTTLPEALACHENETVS
S100A4 MyoIIA: inhibitors of S100A4-myosin IIA peptide binding, primary screen, biochemical, fluorescence polarization, TAMRA-MyoIIA peptide; Protein S100-A4 (Homo sapiens), P26447; inhibition, % at 10.7 µM; actives 0.14% (n = 360,000); AID 652163, 2013;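 active = mean inhibition of at least 70% across replicates, with every replicate also reaching that level; inconclusive = mean inhibition reaches 70% but some replicates fall short; inactive = mean inhibition below 70%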
Target sequence (P26447 whole entry, looked up): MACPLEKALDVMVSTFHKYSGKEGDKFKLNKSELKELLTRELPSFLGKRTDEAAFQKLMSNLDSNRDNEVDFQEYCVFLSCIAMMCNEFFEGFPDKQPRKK
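Assay system: human S100A4 monomer with TAMRA-labelled myosin IIA peptide / Buffer or medium: Calcium-containing HEPES buffer, pH 7.2 / Reagent: TAMRA-labelled myosin IIA heavy-chain peptide probe, 5 nM / Compound: one dose per compound / Timing: polarization read 5 min after assay mix addition, stable 5–60 min / Benchmarks: neutral control DMSO, positive control TFP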
ERp5 block: inhibitors of ERp5-driven insulin aggregation, primary screen, biochemical, turbidity, absorbance 650 nm, single point. Protein disulfide-isomerase A6 (Homo sapiens), Q15084. 90 min. actives 0.05% (n = 350,000). AID 651711, 2012. inhibition, % at 9.99 µM;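 active = mean replicate inhibition above about 25%, with every replicate also reaching it, limit read from the data, passing the limit was not always enough; inconclusive = only one of those two criteria met; inactive = neither criterion met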
Numbers without * were called inactive; ? = inconclusive; . = not tested or not shown.

Order of results: S100A4 MyoIIA	ERp5 block	E-selectin induc	SIRT5 block	DENV2 CPE rescue	Statin myotox sup	PglD inh
> CN(C)C(=O)c1ccc(-c2ccc([C@@H]3[C@@H](CO)N4CCCCN(Cc5ccncc5)C[C@@H]34)cc2)cc1
→ 12	-2	-0.5	-1	8	-13	7
> O=[N+]([O-])c1cccc(OCC(O)CN2CCN(S(=O)(=O)c3cc(Cl)ccc3Cl)CC2)c1 (stereo not given)
→ 5	-5	.	0	4	28	-2
> O=C(C1CCOCC1)N1CC2(C1)[C@@H](c1ccccc1)[C@@H](CO)N2Cc1ccccc1F
→ 8	-7	0.0	-6	9	.	.
> Cc1cccc(/C=C/c2nc3ccccc3c(=O)[nH]2)c1
→ 1	6	.	-4	9	.	.
> COc1ccc(S(=O)(=O)Nc2ccc3c(c2)N(C(C)=O)CCC3)cc1OC
→ -3	-4	.	-1	?	-1	5
> CC1CC1c1ccc(/C=C(\C#N)C(=O)Nc2cccc(Cl)c2Cl)o1 (stereo not given)
→ 3	11	-0.2	-8	3	.	-4
> COc1ccc(C(=O)CCC(=O)N2CCN(c3cc(C)ccc3C)CC2)cc1
→ 2	3	.	-3	3	4	7
> Cc1nn(C)c(C)c1S(=O)(=O)N1CCC(C(=O)NC2CCCc3ccccc32)CC1 (stereo not given)
→ -1	?	-0.1	.	-8	-5	1
> Cc1noc(C)c1S(=O)(=O)N(C)C[C@@H]1OCCCC[C@@H](C)Oc2ccc(NS(=O)(=O)c3cccs3)cc2C(=O)N([C@@H](C)CO)C[C@@H]1C
→ -5	2	-0.4	-2	-10	.	-4
> CCOc1ccccc1NC(=O)N1CCCN(c2ncccc2C#N)CC1
→ 4	3	0.6	1	4	19	2
> CC(=O)NCCc1ccc(S(=O)(=O)Nc2ccc(C)c(S(=O)(=O)N3CCOCC3)c2)cc1
→ -1	3	4.0	-4	-6	-8	1
> CSc1ccc(CNC(=O)CCn2ccc3cc(S(=O)(=O)N4CCCC4)ccc32)cc1
→ -4	-4	.	-17	19	-5	3
> O=C(NCC1CCCN1S(=O)(=O)c1cccs1)c1ccccc1 (stereo not given)
→ -2	0	1.4	-7	12	-12	5
> Cn1cccc1/C=C1/SC(=O)N(CC(=O)N2CCCC2)C1=O
→ 0	25	.	0	-1	.	.
> Cc1ccc(S(=O)(=O)N2CCN(C(=O)COC(=O)c3cc([N+](=O)[O-])ccc3NCCO)CC2)c(C)c1
→ -3	3	-0.6	-1	-9	-8	2
> COc1ccc(OC)c(C2CC(=O)N3CN(c4cccc(Cl)c4)CSC3=C2C#N)c1 (stereo not given)
→ -4	-10	.	6	3	1	2
> Cc1ccccc1CN1CCN(CC(=O)NCc2ccccn2)C1=O
→ 3	2	0.0	-6	-9	-1	.
> Cc1cc(C)cc(C(=O)NCC(=O)NNC(=O)CSc2ccccc2F)c1
→ -3	1	.	-4	-4	1	-3
> CC(C)NC(=O)Nc1ccc2c(c1)C(=O)N([C@@H](C)CO)C[C@H](C)[C@H](CN(C)C(=O)Nc1ccccc1)O2
→ -4	-3	1.1	.	-2	-4	2
> Cc1ccc(OCC(=O)NCCCNC(=O)c2ccccn2)cc1
→ -4	8	.	-3	8	-5	0
> Cn1cnnc1SC1CCCCC1NS(=O)(=O)c1ccccc1 (stereo not given)
→ .	.	1.6	.	.	8	-2
> O=C(c1ccc2c(c1)OCO2)N1CC(=O)N2[C@H](C1)[C@H](c1ccc(-c3ccccc3)cc1)[C@@H]2CO
→ 23	-5	0.5	-4	-9	.	.
> CCONC(=O)Nc1ccccc1[N+](=O)[O-]
→ -5	0	-3.3	0	4	.	.
> CC(=O)c1ccc(OCC(=O)N(C2CCCCC2)C2CCS(=O)(=O)C2)cc1 (stereo not given)
→ 0	0	0.0	0	2	.	.
> Cc1c(CCO)c(=O)[nH]n1S(=O)(=O)c1ccc([N+](=O)[O-])cc1
→ -7	-2	-0.1	-1	13	5	2
> COc1ccccc1CNC(=O)C(C)n1nc(C)c2c(C)n(-c3ccccc3)nc2c1=O (stereo not given)
→ 0	4	.	1	-10	-9	-1
> CCN1C(=S)N[C@@H](c2ccccc2)C(C(=O)OC)=C1C
→ 1	-2	-0.2	.	-18	-2	2
> COc1cccc(OCCNC(=O)c2ccc(C)cc2)c1
→ -5	6	-0.2	14	0	-3	.
> COc1ccc(NC(=O)Cc2c(Sc3ccccc3)c3ccccc3n2C)cc1
→ 1	4	.	-1	0	.	-6
> N/C(=N\S(=O)(=O)c1cc(C(F)(F)F)cc(C(F)(F)F)c1)c1ccc(Cl)cc1
→ -13	-1	.	12	2	17	.
> COc1ccc(-c2csc(N3CCSCC3)n2)cc1
→ -7	5	-0.1	-4	-6	2	7
> CCCNC(=O)C[C@H]1CC[C@H]2[C@@H](COc3ccc(NC(=O)c4ccno4)cc3C(=O)N2C)O1
→ -4	5	0.2	-2	-3	-5	0
> C[C@H](CO)N1C[C@H](C)[C@@H](CN(C)Cc2ccccn2)Oc2cc(-c3ccccc3)ccc2S1(=O)=O
→ 3	-7	0.1	7	-9	-99	-4
> COCC(=O)Nc1nc(-c2ccc([N+](=O)[O-])cc2)cs1
→ -4	1	1.1	2	0	4	1
> COc1ccc(N2CCN(C(=O)CCc3c[nH]c4ccccc34)CC2)cc1
→ -2	1	.	-2	0	.	.
> CC(=O)N1CCN(Cc2nc3cc(NC(=O)Nc4ccccc4)ccc3n2C)CC1
→ -4	1	0.4	-2	2	-3	0
> CC(=O)N/N=C(\C)c1ccc(Br)cc1Br
→ -11	2	-0.1	-2	-1	13	0
> Cc1noc(C)c1S(=O)(=O)Nc1ccc(C(=O)Nc2ccc(OC(F)(F)F)cc2)cc1
→ 14	0	.	2	4	-36	5
> C[C@H]1CN([C@@H](C)CO)S(=O)(=O)c2ccc(-c3ccc(C(=O)N(C)C)cc3)cc2O[C@@H]1CN(C)C(=O)Cc1ccccn1
→ -1	2	0.2	3	-6	?	-1
> CCCCCN(C(=O)CCC(=O)OCC(=O)N(CC#N)c1ccccc1)c1c(N)n(CCCC)c(=O)[nH]c1=O
→ -1	-2	.	2	-1	9	-2
> CCCCN(C=O)c1c(CC)nc2c(OCCOc3ccc(F)cc3)cccn12
→ -1	-3	-0.1	2	0	-13	-2
> C[C@@H]1CN([C@H](C)CO)C(=O)c2cc(NC(=O)c3ccncc3)ccc2O[C@@H](C)CCCCO[C@H]1CN(C)C(=O)Nc1ccc(F)cc1
→ 2	1	0.2	2	26*	.	-2
> C=CCNC(=O)Cn1nnc(-c2ccc(-c3ccc(OC)cc3)cc2)n1
→ -15	4	.	-4	13	17	7
> O=C(NCC[C@H]1CC[C@H](NC(=O)C2CCC2)[C@H](CO)O1)c1cc(Cl)cc(Cl)c1
→ -3	-11	0.0	-3	-3	-5	3
> CN(C)C(=O)CSc1nc(-c2ccccc2)c(-c2ccccc2)o1
→ -3	7	.	-3	2	-3	2
> CCOC(=O)CC(=O)CSc1nc2ccc(C)cc2cc1C#N
→ -17	-1	.	-2	4	23	-3
> Cc1sc(NC(=O)Nc2ccccc2)c(C(N)=O)c1C
→ 6	-1	2.1	1	4	-8	3
> CC(C)(C)c1cc(OC(=O)C2CCCC2)ccc1O
→ 2	-3	0.0	-3	11	16	0
> Cc1noc(C)c1S(=O)(=O)Nc1ccc2c(c1)C(=O)N([C@@H](C)CO)C[C@@H](C)[C@@H](CN(C)C(=O)Nc1ccc(F)cc1)OCCCC[C@@H](C)O2
→ -1	-8	0.4	2	-4	.	-2
> [O-][n+]1c2c(nn1-c1ccc(Cl)c(Cl)c1)-c1nonc1CC2
→ 0	7	.	-6	-2	.	.
> CC(C)n1c(SCC(=O)N2CCN(C(=O)c3ccco3)CC2)nc2c1c(=O)n(C)c(=O)n2C
→ 0	-3	.	4	1	-6	3
> COc1ccc(-n2c(-c3ccco3)nc3c(cnn3-c3ccc(C)cc3)c2=O)cc1
→ -7	0	-0.1	-1	-3	-39	0
> CC(Oc1ccc(C(=O)c2ccccc2)cc1)C(=O)N1CCOCC1 (stereo not given)
→ -7	7	0.7	-5	-8	12	6
> CC(C)COC(=O)N(C)C[C@@H]1OCc2ccccc2-c2ccccc2C(=O)N([C@H](C)CO)C[C@H]1C
→ -5	1	0.5	6	-7	.	-39
> Cc1oc(-c2ccccc2F)nc1CS(=O)(=O)CC(=O)N1CCN(c2ccccc2)CC1
→ 2	1	.	3	-4	13	0
> CC(C)N1CCC(N2CCN(Cc3cccnc3)CC2CCO)CC1 (stereo not given)
→ -3	4	0.1	-3	3	3	5
> C/C(=N\NC(=O)c1cc(C(C)C)[nH]n1)c1ccco1
→ -1	7	27*	0	0	.	.
> COCC(=O)N1CCCCN2[C@H](CO)[C@@H](c3ccc(-c4ccc(F)cc4)cc3)[C@@H]2C1
→ 0	4	-0.1	-3	-9	.	2
> O=C(Cc1n[nH]c(=O)c2ccccc12)OCC(=O)N(Cc1ccccc1)Cc1ccccc1
→ 2	4	-2.7	-1	-1	46	-2
> Cc1cc(C(=O)COC(=O)CC2Sc3ccccc3NC2=O)c(C)n1-c1ccc(Br)cc1 (stereo not given)
→ -2	4	-0.6	-2	18	.	.

Additional structures:
Order of results: S100A4 MyoIIA	ERp5 block	E-selectin induc	SIRT5 block	DENV2 CPE rescue	Statin myotox sup	PglD inh
> O=C(Cc1noc2ccccc12)NNC(=S)Nc1ccccc1
→ -3	0	.	-1	13	3	2
> Fc1ccc(NC(=S)NCc2ccccc2Cl)cc1
→ 3	1	.	-5	7	.	.
> COc1ccc(S(=O)(=O)N2CCC3(CC2)OCCN3S(=O)(=O)c2cccs2)cc1
→ 0	0	-2.5	-3	-1	-5	-1
> COc1ccc(Cl)cc1NC(=O)NCC1CCN(C(=O)OC(C)(C)C)CC1
→ 5	.	.	-1	-8	-13	-2
> C=CCn1cc(C(=O)OCC)c(=O)c2ccc(F)cc21
→ 2	16	6.0	-5	13	.	.
> CC(=O)Nc1cccc(Oc2ccc([N+](=O)[O-])cc2Cl)c1
→ -3	5	.	-5	2	.	.
> O=C(O)C1C2C=CC(C2)C1C(=O)NCc1ccc2c(c1)OCO2 (stereo not given)
→ -2	3	.	-3	.	1	3
> O=c1[nH][nH]cc1C=Nc1cc(Cl)ccc1O
→ 0	-4	.	-7	-1	0	.
> O=C(Nc1ccc(F)cc1)C1CC2CCC1C2 (stereo not given)
→ -11	1	0.9	-4	-1	8	3
> O=C(COC(=O)CCOc1ccccc1)NCCc1ccccc1
→ -3	-7	.	2	-9	11	3
> CC(=O)Nc1cc(-c2ccccc2CN(C)C)cn2c(-c3ccc(C(C)=O)cc3)cnc12
→ 1	-5	-0.2	-2	-8	-40	2
> COc1c2ccoc2nc2c(OC)c(O)ccc12
→ -9	-3	.	0	-15	2	1
> COc1ccc(/C=N/NC(=O)c2ccncc2)cc1[N+](=O)[O-]
→ 0	3	.	-1	.	.	.
> COc1ccc(S(=O)(=O)N2CCCCN3[C@H](CO)[C@H](c4ccc(C#CC(C)C)cc4)[C@H]3C2)cc1
→ 2	0	0.1	20*	-25	-23	-11

The list is partial. The share of hits here may be higher or lower than overall.
